Compound activity from PubChem BioAssay.
AHR activator: AHR activators, primary screen, cell-based, luminescence, luciferase reporter, human | AID 2796, 2010 | AHR-responsive luciferase reporter cells | Aryl hydrocarbon receptor (Homo sapiens), P35869 | activation, % at 5 µM | 320,000 compounds, 2.5% hits; in the data active means activation above about 47%;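 further: 0% = vehicle wells and 100% = reference agonist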
Target sequence (P35869 whole entry, looked up): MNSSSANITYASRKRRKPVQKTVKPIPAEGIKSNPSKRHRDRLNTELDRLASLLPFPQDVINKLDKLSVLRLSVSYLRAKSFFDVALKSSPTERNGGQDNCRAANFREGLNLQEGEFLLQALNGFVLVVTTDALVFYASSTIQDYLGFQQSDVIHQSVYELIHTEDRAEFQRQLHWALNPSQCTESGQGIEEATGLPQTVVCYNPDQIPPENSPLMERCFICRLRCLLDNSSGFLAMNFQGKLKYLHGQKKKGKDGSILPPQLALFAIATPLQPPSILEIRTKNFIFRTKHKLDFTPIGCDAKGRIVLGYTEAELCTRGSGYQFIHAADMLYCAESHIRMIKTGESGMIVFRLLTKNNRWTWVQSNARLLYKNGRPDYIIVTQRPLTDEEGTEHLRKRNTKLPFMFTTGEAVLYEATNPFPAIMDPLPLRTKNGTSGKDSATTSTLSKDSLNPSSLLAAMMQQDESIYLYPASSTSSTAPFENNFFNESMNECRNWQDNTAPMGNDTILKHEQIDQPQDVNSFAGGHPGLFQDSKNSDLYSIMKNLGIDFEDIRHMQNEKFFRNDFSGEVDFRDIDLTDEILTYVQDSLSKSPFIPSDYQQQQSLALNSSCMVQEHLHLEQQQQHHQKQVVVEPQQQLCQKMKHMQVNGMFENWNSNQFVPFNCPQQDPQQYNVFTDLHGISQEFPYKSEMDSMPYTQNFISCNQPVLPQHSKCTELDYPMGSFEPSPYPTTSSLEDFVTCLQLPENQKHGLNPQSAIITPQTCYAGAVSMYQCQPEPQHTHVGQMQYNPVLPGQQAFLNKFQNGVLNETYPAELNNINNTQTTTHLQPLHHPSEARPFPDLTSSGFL
AGP1-GFP MLPCN: modulators of AGP1-GFP expression in yeast TOR pathway, primary screen, cell-based, multiplex flow cytometry, S. cerevisiae, MLPCN library. 3 h; GFP as percent of DMSO wells. AID 2066, 2009. 320,000 compounds, 0.02% hits. GFP response vs DMSO, % at 10 µM;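 active means GFP response relative to DMSO above a set limit, near screen average plus 3 SD, cut at about 150% in these data; inconclusive means fewer than 70 cells counted for the yeast strain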;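 further: median GFP channel fluorescence of the gated AGP1 strain per well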
CIT2 TOR yeast: modulators of CIT2-GFP expression in yeast, primary screen, S. cerevisiae, GFP fusion, multiplex flow cytometry, MLPCN library; S. cerevisiae CIT2-GFP strain, 3 h; 100 means same as DMSO wells; GFP response vs DMSO, % at 10 µM; 320,000 compounds, 0.065% hits;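 active means GFP response relative to DMSO above a set limit, near the screen mean plus 3 SD, cut at about 150% in these data; inconclusive means Fewer than 70 cells measured for a yeast strain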;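 further: ratio of well median GFP fluorescence to mean of DMSO wells on the plate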
Efflux pump mplx: inhibitors of Candida efflux pumps in yeast, primary screen, S. cerevisiae, Nile Red, multiplex; inhibition, % at 10 µM; AID 485275, 2010; 330,000 compounds, 0.44% hits; S. cerevisiae Candida pump triplex;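 active means plate passing quality check with inhibition over a set limit, or well fluorescence over plate mean plus 4 SD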;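 further: Nile Red retained in pooled yeast measured as flow cytometry median fluorescence; 0% = buffer negative control and 100% = Enniatin B positive control; higher means more Nile Red kept so more efflux inhibition; some compounds called inactive have numbers as strong as hits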
Yeast superoxide: reduction of superoxide in aged yeast, primary screen, HTS. superoxide response (% of plate mean), % at 10 µM. 330,000 compounds, 0.18% hits. AID 2690, 2010. S. cerevisiae aged cells, superoxide DHE fluorescence; active compounds read low;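 active means superoxide response under a set limit, about three screen SD below normal, cut at about 65% in these data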;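 further: yeast aged for seven days with compound at 30 °C before DHE staining; 100% = average MFI of all compound-treated wells on the plate with controls excluded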
RPL19A TOR yeast: RPL19A-GFP expression modulators in yeast, primary screen, cell-based, S. cerevisiae, multiplex flow cytometry, MLPCN; S. cerevisiae RPL19A-GFP strain, 3 h; active compounds read low; percent response vs DMSO, % at 10 µM; 330,000 compounds, 0.3% hits; AID 2025, 2009;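 active means percent response vs DMSO below 50%; inconclusive means fewer than 70 events counted for the yeast strain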;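 further: median channel GFP fluorescence of the barcoded RPL19A-GFP strain; ratio of sample median GFP to plate DMSO average so 100% = DMSO; lower means less RPL19A-GFP as with rapamycin TOR inhibition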
MEP2 TOR yeast: modulators of MEP2-GFP levels in yeast, primary screen, S. cerevisiae, multiplex flow cytometry, MLPCN library; S. cerevisiae MEP2-GFP strain, 3 h; 100% = DMSO control level; GFP response vs DMSO, % at 10 µM; 330,000 compounds, 0.51% hits;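 active means GFP response versus DMSO above a set limit, roughly screen mean plus 3 SD, cut at about 180% in these data; inconclusive means fewer than 70 cells counted for a yeast strain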;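 further: median GFP fluorescence of the barcode-gated MEP2-GFP cells per well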
LAP4 TOR yeast: modulators of LAP4-GFP expression in yeast, primary screen, S. cerevisiae, multiplex flow cytometry, MLPCN library; 3 h; median GFP as percent of DMSO wells; AID 2023, 2009; GFP response vs DMSO, % at 10 µM; 320,000 compounds, 0.34% hits;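 active means GFP response vs DMSO above a set limit, about the screen mean plus 3 SD, cut at about 150% in these data; inconclusive means under 70 cell events counted for the yeast strain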
Active calls of the source: *; ? = inconclusive; nt = not tested or not shown.

Start of the listing, in advance:
1) O=C1CSC(c2cccc(F)c2)N1c1ccccc1 (stereo not drawn)
2) O=C(O)CSc1c2c(nc3cc(C(=O)Nc4cccc(C(F)(F)F)c4)ccc13)CCCC2
3) CC(OC(=O)c1nn(C(C)C)c(=O)c2ccccc12)C(=O)Nc1ncc(Cl)cc1Cl (stereo not drawn)
4) COc1ccc(NC(=O)c2ccccc2NC(=O)C2CC=CCC2C(=O)O)cc1 (stereo not drawn)
5) COc1cccc(-n2c(SCC(=O)N3CCOCC3)nnc2-c2c[nH]c3ccccc23)c1

Compound,1,2,3,4,5
AHR activator,-1,-2,0,nt,2
AGP1-GFP MLPCN,105,99,99,94,94
CIT2 TOR yeast,105,99,87,93,99
Efflux pump mplx,-0.1,0.2,-0.2,0.0,0.3
Yeast superoxide,118,102,104,114,112
RPL19A TOR yeast,102,99,106,113,99
MEP2 TOR yeast,97,102,160,101,100
LAP4 TOR yeast,105,91,106,73,102

Results, repeating the preview:
1) O=C1CSC(c2cccc(F)c2)N1c1ccccc1 (stereo not drawn)
2) O=C(O)CSc1c2c(nc3cc(C(=O)Nc4cccc(C(F)(F)F)c4)ccc13)CCCC2
3) CC(OC(=O)c1nn(C(C)C)c(=O)c2ccccc12)C(=O)Nc1ncc(Cl)cc1Cl (stereo not drawn)
4) COc1ccc(NC(=O)c2ccccc2NC(=O)C2CC=CCC2C(=O)O)cc1 (stereo not drawn)
5) COc1cccc(-n2c(SCC(=O)N3CCOCC3)nnc2-c2c[nH]c3ccccc23)c1
6) O=[N+]([O-])c1ccc(NCc2ccc(Cl)cc2)nc1
7) Cc1ccc(NC(=O)COc2ccc(/C=N\NC(=O)c3cccnc3)cc2)cc1C
8) COc1ccc(C(=O)Nc2ccccc2N2CCOCC2)cc1S(=O)(=O)N1CCOCC1
9) CCOC(=O)c1c(C)nc2sc3c(=O)n(-c4ccc(OC)cc4)nnc3c2c1-c1ccc(OC)cc1
10) COc1ccc(/C(CC2(O)C(=O)Nc3ccccc32)=N\O)cc1 (stereo not drawn)

Compound,1,2,3,4,5,6,7,8,9,10
AHR activator,-1,-2,0,nt,2,-1,nt,-1,-1,2
AGP1-GFP MLPCN,105,99,99,94,94,97,90,97,98,101
CIT2 TOR yeast,105,99,87,93,99,88,88,103,101,103
Efflux pump mplx,-0.1,0.2,-0.2,0.0,0.3,0.0,0.5,0.0,0.1,-0.1
Yeast superoxide,118,102,104,114,112,102,112,88,97,98
RPL19A TOR yeast,102,99,106,113,99,97,108,97,103,99
MEP2 TOR yeast,97,102,160,101,100,99,128,92,99,109
LAP4 TOR yeast,105,91,106,73,102,112,93,89,98,102

11) Cc1ccc(-c2cc(C(=O)Nc3cccnc3)c3ccccc3n2)s1
12) Cc1ccccc1NC(=O)c1cnn(-c2ccccc2)c1NC(=O)c1ccco1
13) CCC(=O)c1ccc(OCC(=O)OCC(=O)c2cc(C)n(C)c2C)cc1
14) Cc1ccc(N2CC(C(=O)N3CCN(c4ccccc4)CC3)CC2=O)cc1 (stereo not drawn)
15) COc1ccc(/C=N/N=C2\SC(CC(=O)O)C(=O)N2c2ccccc2)cc1 (stereo not drawn)
16) COc1cccc(OC)c1CNC(=O)C1CCC(=O)N(CC2CCCCC2)C1 (stereo not drawn)
17) CNC(=S)/N=C/NOCc1c(Cl)cccc1Cl
18) CC(=O)NN1C(=O)/C(=C\c2ccccc2)SC1=S
19) CC(=NNC(=O)c1cccs1)c1ccc2c(c1)OCCO2
20) CO/N=C/NC(=O)N1OC[C@@H]2COc3ccc4ccccc4c3[C@@H]21

Compound,11,12,13,14,15,16,17,18,19,20
AHR activator,27,1,-2,-2,-2,2,-1,1,2,2
AGP1-GFP MLPCN,97,106,?,105,107,98,89,100,95,98
CIT2 TOR yeast,104,106,?,97,105,97,nt,98,90,99
Efflux pump mplx,-0.5,-0.1,0.1,0.0,0.2,0.0,0.5,0.0,0.2,0.1
Yeast superoxide,107,108,110,112,115,86,117,97,85,99
RPL19A TOR yeast,103,99,?,98,108,95,91,102,95,94
MEP2 TOR yeast,99,103,?,99,107,93,95,108,102,104
LAP4 TOR yeast,104,106,?,104,101,103,85,101,98,111

21) O=C(CCN1C(=O)c2ccccc2C1=O)C1=NN[C@@H]2C(=O)N(c3ccc(F)cc3)C(=O)[C@H]12
22) COc1ccc(C(Cl)=C(c2ccc(OC)cc2)c2ccc(OC)cc2)cc1
23) COc1cc(/C=C/C(=O)OCC(=O)Nc2ccc(S(=O)(=O)N3CCCC3)cc2)ccc1O
24) Nc1cc(N2CCCC2)ccc1[N+](=O)[O-]
25) CCn1nc(C)cc1C(=O)NC1CCCc2c1cnn2-c1ccc(C)c(C)c1 (stereo not drawn)
26) O=C(CC(=O)NCCc1ccccc1)NCCc1ccccc1
27) COc1cccc(-c2nc(CS(=O)CC(=O)NCCc3ccc(C)cc3)c(C)o2)c1 (stereo not drawn)
28) Cc1ccc(NC(=O)c2ccc3nc[nH]c3c2)cc1C
29) Cc1ccc2c(c1)CCCN2C(=O)Nc1ccc2c(c1)OCO2
30) Cc1ccc(C)c(NC(=O)C2CCCN(S(=O)(=O)c3c(C)nn(C)c3C)C2)c1 (stereo not drawn)

Compound,21,22,23,24,25,26,27,28,29,30
AHR activator,0,-3,0,-2,4,3,1,64*,106*,1
AGP1-GFP MLPCN,111,101,97,98,101,101,99,98,100,100
CIT2 TOR yeast,106,105,97,94,103,103,99,101,99,102
Efflux pump mplx,-0.2,0.1,-0.4,-0.1,-0.6,-0.1,-0.1,-0.6,0.0,-0.1
Yeast superoxide,104,93,78,110,101,101,87,122,88,106
RPL19A TOR yeast,111,98,102,97,94,107,95,100,98,99
MEP2 TOR yeast,109,95,101,102,98,105,101,102,101,106
LAP4 TOR yeast,102,115,96,112,105,96,109,103,104,111

31) CCC(C)CCN1CCN=C1Nc1ccccc1 (stereo not drawn)
32) CCn1c(NCc2ccc3c(c2)OCO3)nc2ccccc21
33) COc1ccc(NC(=O)C2CCCNC2=O)cc1 (stereo not drawn)
34) COc1ccc(-c2nnn(CC(=O)N(C3CCCCC3)C(C)C(=O)NC3CCCC3)n2)cc1OC (stereo not drawn)
35) CNC(=S)N/N=C/c1c(C)c(C(=O)c2ccc(F)cc2)n2ccccc12
36) CC(=O)c1ccccc1NC(=O)COC(=O)CN1C(=O)C2CCCCC2C1=O (stereo not drawn)
37) Cc1cccc(N(C(=O)Cn2nnc(-c3ccccc3F)n2)C(C(=O)NC(C)(C)C)c2ccncc2)c1 (stereo not drawn)
38) O=C(COC(=O)CCC(=O)c1ccc(Cl)cc1)NCCc1ccccc1
39) CCCC(=Nc1ccc(N)cc1)C1=C(O)C(C(=O)OC)C(C)(C)CC1=O (stereo not drawn)
40) N#CCCN(C(=O)COC(=O)c1ccc2c(c1)OCO2)c1ccccc1

Compound,31,32,33,34,35,36,37,38,39,40
AHR activator,5,69*,nt,0,23,7,-1,0,0,0
AGP1-GFP MLPCN,103,nt,96,95,98,102,102,87,101,96
CIT2 TOR yeast,101,93,99,88,100,93,107,93,92,99
Efflux pump mplx,0.1,0.3,-0.2,0.0,-0.1,0.6,0.0,0.0,0.3,0.0
Yeast superoxide,114,111,95,101,112,139,102,102,100,106
RPL19A TOR yeast,101,94,103,95,105,101,100,90,106,94
MEP2 TOR yeast,101,98,114,97,114,101,104,87,104,92
LAP4 TOR yeast,103,97,106,100,100,103,99,102,92,95

41) COCC(=O)N1CCCC(C(=O)c2ccc(C(F)(F)F)cc2)C1 (stereo not drawn)
42) CCOC(=O)CSc1n[nH]c(NC(=O)c2cccc(C)c2)n1
43) CCc1ccc(-c2cc(C)no2)cc1S(=O)(=O)N1CCN(c2cc(C)ccc2C)CC1
44) Cc1ccnc2nc(C(=O)OCC(=O)NC3CCC(C)CC3)nn12 (stereo not drawn)
45) Cc1ccc(Nc2ccc(NCc3ccccc3)nn2)cc1C
46) CC(C)CCNC(=O)C1CCC(CNS(=O)(=O)c2cccc3nsnc23)CC1 (stereo not drawn)
47) CCSC(=O)CCCCCCCCCCCO
48) CCc1ccc2nc(N3CCN(C(=O)C(C)(C)C)CC3)sc2c1
49) CCCc1nnc(NC(=O)c2c(O)c3cccc4c3n(c2=O)CCC4)s1
50) COc1cc(-c2nnc(COC(=O)c3cc(C)nc4ccc(C)cc34)o2)cc(OC)c1OC

Compound,41,42,43,44,45,46,47,48,49,50
AHR activator,0,0,3,-1,20,2,1,-5,14,6
AGP1-GFP MLPCN,109,101,95,99,102,106,94,99,64,96
CIT2 TOR yeast,104,91,95,101,104,104,91,93,80,90
Efflux pump mplx,0.0,0.1,0.1,-0.1,-1.2,0.2,0.0,0.1,0.2,-0.1
Yeast superoxide,109,79,115,104,108,93,92,115,97,89
RPL19A TOR yeast,106,97,99,99,105,105,nt,99,51,90
MEP2 TOR yeast,109,104,96,100,104,113,106,97,81,104
LAP4 TOR yeast,95,113,92,109,89,102,110,108,98,109

51) Cc1ccc(S(=O)(=O)N(C)/N=C/c2ccc(N(C)C)cc2)cc1
52) O=C(C[n+]1cc(-c2ccccc2)n2c1CCCCC2)c1ccc(Br)cc1
53) COc1ccccc1C1CC(=O)Nc2cc3c(cc21)OCCO3 (stereo not drawn)
54) Cc1cccc(NC(=O)Nc2nnc(-c3ccccc3)o2)c1
55) CCNC(=S)Nc1cccc(S(=O)(=O)NC2=NCCC2)c1

Compound,51,52,53,54,55
AHR activator,1,2,5,3,0
AGP1-GFP MLPCN,99,102,105,97,96
CIT2 TOR yeast,99,100,97,102,100
Efflux pump mplx,-0.1,0.1,0.2,0.1,-0.1
Yeast superoxide,97,89,138,124,93
RPL19A TOR yeast,104,98,97,103,96
MEP2 TOR yeast,98,101,101,100,88
LAP4 TOR yeast,103,108,108,94,85
